# High-throughput results as filed in PubChem.
# hgDAF-12 ag – activates the H. glycines DAF-12 receptor ligand-binding domain; HEK293 GAL4-hgDAF12 UAS-luciferase reporter, agonist luminescence; normalized to butyrate control; activation, % at 6.8 µM; hit rate 1.8% among 370,000;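 active = activation above a cutoff set at the mean of all screened compounds plus 3 SD, cut at about 10% in these data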;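 also: 0% = DMSO wells and 100% = sodium butyrate wells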
# ADAM10 inh – inhibitors of human ADAM10; hit rate 0.62% among 370,000; recombinant ADAM10, EDANS/DABCYL FRET peptide cleavage, 3 h; O14672; inhibition, % at 7 µM;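 active = inhibition above a per-campaign cutoff equal to the mean of compounds falling between control-based bounds plus 3 SD, cut at about 20% in these data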;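 also: 0% = DMSO wells while the 100% control is not disclosed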
# Target sequence (O14672 214-748 limits assumed): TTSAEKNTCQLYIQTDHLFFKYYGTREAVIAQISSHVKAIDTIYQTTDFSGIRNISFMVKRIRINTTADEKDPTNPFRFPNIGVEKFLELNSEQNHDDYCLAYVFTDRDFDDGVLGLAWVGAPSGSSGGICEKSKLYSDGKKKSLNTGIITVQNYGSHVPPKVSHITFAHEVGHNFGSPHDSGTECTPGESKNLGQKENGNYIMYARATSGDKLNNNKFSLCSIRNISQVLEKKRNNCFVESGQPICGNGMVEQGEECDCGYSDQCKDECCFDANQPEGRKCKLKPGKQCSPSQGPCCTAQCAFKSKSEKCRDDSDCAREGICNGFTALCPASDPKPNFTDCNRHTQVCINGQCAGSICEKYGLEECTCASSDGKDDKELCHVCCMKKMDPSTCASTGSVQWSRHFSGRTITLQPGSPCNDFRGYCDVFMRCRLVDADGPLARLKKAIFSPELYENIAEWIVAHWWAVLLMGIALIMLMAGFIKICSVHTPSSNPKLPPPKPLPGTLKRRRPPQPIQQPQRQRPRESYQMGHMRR
# PLC-beta3 inh – inhibitors of human phospholipase C beta3; inhibition, % at 12.2 µM; Purified PLC-beta3, fluorogenic substrate, fluorescence; Q01970; hit rate 0.18% among 370,000; in the data active = inhibition above about 11%;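 also: 0% = median of compound wells on plate and 100% = full blocker control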
# DAX1 inh-1 – inhibitors of DAX1 repression of SF-1 activated StAR promoter; HEK293T StAR-luciferase reporter, SF-1/DAX-1 repression relief; inhibition, % at 6.8 µM; hit rate 1.1% among 370,000; AID 652010;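 active = inhibition above the mean over all tested compounds plus 3 SD, cut at about 3.6% in these data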;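 also: 0% = DAX-1 cells with DMSO and 100% = cells lacking DAX-1 with DMSO; higher inhibition means more luminescence from relief of DAX-1 repression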
# DAX1 inh-2 – inhibitors of human orphan nuclear receptor DAX1 (NR0B1) | hit rate 0.99% among 340,000 | AID 504766 | HEK293 Gal4-DAX1 luciferase reporter, luminescence | inhibition, % at 6.75 µM | P51843;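 active = inhibition above the mean over all tested compounds plus 3 SD, cut at about 4.2% in these data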;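 also: 0% = DAX1-transfected cells with DMSO and 100% = empty-vector control cells with DMSO; inhibition shows as a rise in luminescence from relieved DAX1 repression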
# ADAM17 inh – ADAM17 inhibition, QFRET primary screen. recombinant ADAM17, EDANS/DABCYL FRET peptide cleavage. inhibition, % at 6.95 µM. hit rate 0.83% among 370,000. P78536;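 active = inhibition above the mean of compounds lying between control limits plus 3 SD, set per campaign, cut at about 8.5% in these data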;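 also: 0% = DMSO-only wells as the low control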
# sPLA2-III inh – Blocks human group III sPLA2 activity | QFRET BODIPY PC-A2 liposome hydrolysis, fluorescence | AID 743126 | inhibition, % at 12.2 µM | hit rate 0.56% among 370,000 | Q9NZ20;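 active = inhibition above mean plus 3 SD of compounds lying within the high and low control bounds, cut at about 19% in these data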;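 also: 0% = median of test compound wells and 100% = no enzyme DMSO wells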
# Target sequence (Q9NZ20 whole entry, looked up): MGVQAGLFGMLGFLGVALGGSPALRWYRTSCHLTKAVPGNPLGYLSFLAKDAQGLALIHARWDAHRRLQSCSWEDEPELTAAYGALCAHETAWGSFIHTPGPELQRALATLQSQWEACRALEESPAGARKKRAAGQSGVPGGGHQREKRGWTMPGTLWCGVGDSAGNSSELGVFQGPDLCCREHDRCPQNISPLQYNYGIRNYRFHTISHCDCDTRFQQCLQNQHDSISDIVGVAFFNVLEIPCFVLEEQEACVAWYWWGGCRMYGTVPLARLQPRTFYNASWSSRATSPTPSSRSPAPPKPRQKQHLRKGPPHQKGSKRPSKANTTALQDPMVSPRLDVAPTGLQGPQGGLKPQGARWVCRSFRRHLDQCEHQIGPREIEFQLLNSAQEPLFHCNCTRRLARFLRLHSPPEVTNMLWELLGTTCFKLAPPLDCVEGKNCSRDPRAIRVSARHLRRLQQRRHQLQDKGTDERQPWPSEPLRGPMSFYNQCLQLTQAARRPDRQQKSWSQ
# ssDAF-12 act – activators of S. stercoralis DAF-12 nuclear receptor. HEK293 ssDAF-12/GRIP1 lit1-tk-luc reporter, luminescence; % of 3 µM dafachronic acid response. activation, % at 6.8 µM. hit rate 1% among 370,000;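 active = activation above the mean over all tested compounds plus 3 SD, cut at about 0.9% in these data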;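 also: 0% = DMSO-only wells and 100% = 3 µM delta7-dafachronic acid wells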
# PLCg1 inh – PLC-gamma1 (human) inhibition, primary screen. purified PLC-gamma1, fluorogenic substrate, fluorescence. inhibition, % at 12.2 µM. hit rate 0.84% among 370,000. AID 720700; in the data active = inhibition above about 9.5%
# hcDAF-12 act – activators of H. contortus DAF-12 nuclear receptor; HEK293 hcDAF-12 lit1-tk-luc reporter, luminescence; 0% DMSO, 100% Δ7-dafachronic acid; activation, % at 6.8 µM; hit rate 1.4% among 370,000;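 active = activation above the mean of all tested compounds plus 3 SD, cut at about 5.5% in these data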;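 also: 100% = response to 3 µM Δ7-dafachronic acid high control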
# GAA850 FXN act – increases GAA850 frataxin promoter reporter activity; HEK293 lucGAA850 FXN promoter luciferase reporter, 24 h; percent of 10 µM SAHA response; activation, % at 6 µM; hit rate 0.56% among 360,000; AID 540364;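 active = activation above the average of all compounds screened plus 3 SD, cutoff fixed separately per campaign, cut at about 7.5% in these data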;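 also: 0% = DMSO wells and 100% = 10 µM SAHA wells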
# The depositor's hits bear a star; / = not tested or not shown.
SMILES,hgDAF-12 ag,ADAM10 inh,PLC-beta3 inh,DAX1 inh-1,DAX1 inh-2,ADAM17 inh,sPLA2-III inh,ssDAF-12 act,PLCg1 inh,hcDAF-12 act,GAA850 FXN act
O=C(COC(=O)c1cc[n+]([O-])cc1)Nc1cccc(Br)c1,-1.1,0.8,-13.4,0.5,1.9,-2.1,4.5,-0.9,-0.2,-1.0,0.2
O=C(Cn1cc(C(F)(F)F)cc(Cl)c1=O)Nc1cc(S(=O)(=O)N2CCOCC2)ccc1Cl,-0.3,1.7,0.4,-0.2,-0.1,-0.8,-5.7,-1.3,0.1,-1.2,0.8
COc1ccccc1-c1nnc(Nc2nc3c(OC)cccc3s2)o1,-7.4,-484.1,-226.8,-2.9,-3.3,-121.9,-30.7,-0.9,-305.1,-1.9,-11.2
CSc1nc(-c2ccco2)nn1C(=O)c1ccccc1,-0.2,-6.7,-0.2,0.4,0.9,-4.0,2.0,-1.2,0.8,-0.9,0.4
Cc1cccc(-n2c(SCC(=O)c3c(N)n(C4CC4)c(=O)[nH]c3=O)nnc2N2CCOCC2)c1,0.2,-8.8,-5.3,1.0,0.6,-4.1,13.3,-1.3,-1.2,0.7,1.4
Cc1cc(C)cc(-n2cnc3cc(C(=O)O)ccc32)c1,-0.2,0.8,5.8,0.1,0.2,-0.1,6.1,-0.9,3.5,0.2,4.8
O=C(NCCCN1CCCC1)[C@H](CSCc1ccccc1)N1Cc2ccccc2C1=O,0.2,-1.3,-8.6,0.3,0.6,-6.5,-1.3,-1.2,-0.7,-0.7,-1.2
COc1ccc(NC(=O)c2cc([N+](=O)[O-])ccc2O)cc1,-12.1,-2.9,8.7,-2.5,-8.0,-1.8,-2.9,-2.7,1.2,-4.7,-13.9
Cc1ccc(S(=O)(=O)N2CCOCC2)cc1C(=O)Nc1nc2ccccc2[nH]1,3.1,-11.9,-6.5,2.2,0.3,-2.3,3.4,-0.1,-11.4,7.9*,2.2
CCN(CC)c1ccc(/C=N/NC(=S)NCc2ccc(OC)cc2)cc1,3.3,-162.1,-132.8,-0.1,1.4,-60.1,13.7,-1.6,-112.0,-2.3,2.5
CC1(C)Cc2cccc(OCC(=O)OCC(=O)Nc3cccc(S(N)(=O)=O)c3)c2O1,-0.3,7.7,-2.8,-0.1,2.6,1.9,8.8,-1.1,4.7,-0.4,0.6
O=C(Nc1ccc2ccccc2c1)c1cn(-c2ccccc2)nc1-c1cccs1,0.1,-1.5,-3.8,0.2,-0.7,-1.2,-8.9,-1.6,-4.8,-0.8,4.7
COc1cc(C=O)ccc1OC(=O)N1CCOCC1,1.6,-0.9,-2.0,-0.1,0.7,-1.3,-2.0,-1.1,0.7,-1.7,-0.6
Cc1[nH]c2ccccc2c1C(=O)CSc1nc2cc(S(=O)(=O)N3CCCCC3)ccc2o1,2.5,-10.0,-0.1,0.1,-0.2,-0.5,3.0,-0.8,1.2,0.6,-2.7
O=c1c2cc(-c3ccccc3)sc2ncn1/N=C/c1ccco1,9.9,-2.4,-3.5,1.4,1.6,3.3,-4.1,-0.7,1.8,1.4,4.6
CN(Cc1ccc(Cl)cc1Cl)C(=O)CCNC(=O)c1ccco1,-0.8,-10.2,-6.2,2.1,0.5,2.8,-4.2,-0.7,5.8,-1.2,-0.8
CCOc1ccc(N(CC(=O)NC2CCCCC2C)S(=O)(=O)c2c(C)noc2C)cc1 (centres undefined),-2.2,3.4,-9.0,0.1,0.1,-6.4,3.2,-1.2,-0.1,1.6,-0.1
COc1ccc(C(C(=O)NCC2CCCO2)N(Cc2cccs2)C(=O)c2snc(C(N)=O)c2N)cc1 (centres undefined),-3.9,-55.6,-25.3,-0.9,-2.6,-18.4,9.8,-1.4,-10.7,-2.4,-7.4
COc1ccc(-c2cc(-c3nnc(SCC(=O)Nc4ccc(-c5nc6ccc(C)cc6s5)cc4)n3N)[nH]n2)cc1,12.9*,-95.6,-21.3,1.3,/,-26.4,2.7,-0.3,-16.3,3.3,/
COc1cc(OC)cc(-c2c(-c3cccs3)c3cc(-c4cnc(N)nc4)ccc3n2C)c1,0.0,-21.5,-13.7,-0.5,0.1,-8.1,2.8,-1.6,-8.2,-3.3,4.5
O=S(=O)(c1cccc2nsnc12)N1CCCCC1,0.0,0.8,-5.4,-0.4,-0.3,-4.1,3.2,-0.8,-0.4,0.2,1.2
CCN(CC)S(=O)(=O)c1cc(Br)c(C)cc1OC,-3.2,-5.5,-0.8,-0.6,-0.5,-5.0,-8.4,-1.4,-1.6,-3.2,1.2
CCOC(=O)c1c2ccccc2[n+]([O-])n1[C@@H](C)C(N)=O,-0.3,3.8,0.0,1.1,0.8,-2.5,4.8,-1.2,-2.9,-0.7,2.4
COc1ccc(C(=O)NNC(=O)C(NC(=O)c2cc(OC)cc(OC)c2)C(C)C)cc1 (centres undefined),2.7,-11.3,-7.2,-0.8,0.1,-2.7,1.8,0.3,-0.8,1.9,0.8
CCOc1ccc2nc(SCc3ccc(C(=O)OC)o3)[nH]c2c1,0.2,3.2,-4.9,-0.7,-0.8,-6.3,-0.4,-0.7,-0.1,-0.2,-0.1
# Next part:
SMILES,hgDAF-12 ag,ADAM10 inh,PLC-beta3 inh,DAX1 inh-1,DAX1 inh-2,ADAM17 inh,sPLA2-III inh,ssDAF-12 act,PLCg1 inh,hcDAF-12 act,GAA850 FXN act
Fc1cnc(N2CCOCC2)nc1NCc1ccccc1,-0.8,-18.4,-4.3,0.2,-0.2,-5.4,8.2,-1.7,-3.1,-1.4,2.3
O=C(NCc1cccc(Cl)c1)c1cc(=O)[nH]c2ccccc12,1.6,-16.8,-22.5,-0.8,-1.8,-19.3,11.1,-1.1,-11.5,-0.1,-0.6
CCn1c(SCC(=O)Nc2cc(C)ccc2C)nnc1-c1cnccn1,0.2,-2.6,-0.9,-0.9,-0.2,-4.5,-1.9,-1.5,-1.3,-1.4,-1.8
COc1cc(NC(=O)C(OC(=O)CNC(=O)c2ccccc2)c2ccccc2)cc(C(F)(F)F)c1 (centres undefined),4.3,28.6*,3.4,/,/,14.9*,-2.5,-2.1,4.4,-2.9,/
Cc1ccc(S(=O)(=O)NCCC(=O)NCC(c2ccc(F)cc2)N2CCOCC2)cc1 (centres undefined),-0.4,-5.5,-5.8,0.7,1.1,-6.6,6.7,-0.9,6.7,-0.2,-0.2
O=C(Cn1nnc(-c2ccc(Cl)cc2)n1)N1CCN(C(=O)c2ccco2)CC1,8.9,-14.4,-8.8,-0.2,0.0,-1.9,6.4,-1.0,2.8,-0.1,1.9
CCCNC(=O)Nc1ccc2c(c1)C(=O)N(C)[C@H]1CC[C@H](CC(=O)NCC3CCCCC3)O[C@@H]1CO2,2.5,10.7,3.4,-0.6,/,-14.8,-24.2,-1.8,8.2,1.2,/
O=C(Nc1cccc(F)c1)C1C2C=CC3(CN(CCCN4CCOCC4)C(=O)C13)O2 (centres undefined),-2.0,-8.6,2.6,1.1,0.0,-3.9,2.2,-0.9,1.1,0.1,2.5
Cc1oc(-c2ccc(Cl)cc2)nc1CS(=O)CC(=O)NC1CCCCCC1 (centres undefined),0.6,-3.0,-19.7,-0.6,-0.5,-2.5,-0.4,-1.3,-0.2,-0.6,2.6
CC[C@@]1(C(=O)OC)N[C@H](CN(C)C(=O)COc2ccccc2)[C@@H]2C(=O)N(C)C(=O)[C@@H]21,-0.2,-4.3,3.8,2.9,0.7,-2.8,2.2,0.2,-0.4,-0.1,-0.9
CCCCNc1ccc2c(c1)OC[C@H](CC(C)C)NS2(=O)=O,-0.3,-2.0,-1.6,-0.6,/,3.8,-0.7,-1.1,0.6,-1.8,/
Cc1csc(=NC(=O)c2ccccc2)n1Cc1ccco1,0.3,2.6,-95.7,-0.3,-0.5,-2.9,-7.4,-1.1,-104.7,0.0,2.5
C=CCc1c(C)nc(-c2ccccc2)nc1N/N=C(\C)c1ccccc1,4.8,-4.2,-12.7,0.7,0.5,-1.9,-3.1,-1.4,-8.6,-0.9,4.5
FC(F)(F)c1ccncc1-c1nnc(C2CCCCC2)o1,0.6,-1.0,-5.2,0.1,0.4,-1.6,-2.3,-1.2,0.5,0.7,0.9
CCOC(=O)N1CCN(c2c(N3CCOCC3)c(=O)c2=O)CC1,-3.3,4.7,4.8,2.2,1.1,0.7,1.6,-1.1,4.2,0.8,2.4
CCNC(=O)c1cccc(S(=O)(=O)N2CCCCCC2)c1,1.6,-0.6,1.9,0.6,0.7,0.3,1.9,-0.3,-2.1,1.9,3.0
C=CCNC(=S)N/N=C/c1cn(-c2ccccc2)nc1-c1ccc(OC)cc1,-1.5,0.8,1.0,0.0,1.2,0.9,-2.9,-0.8,1.8,-1.0,3.7
O=C(Cn1nnc(-c2ccc3c(c2)OCO3)n1)Nc1ccccc1C(=O)O,3.0,-6.5,-7.1,4.9*,0.4,-0.1,-4.2,-0.9,4.2,1.1,-2.6
O=C(NOCc1ccccc1)c1ccc([N+](=O)[O-])cc1,15.4*,12.3,-2.8,7.3*,0.4,3.0,-7.4,1.8*,2.7,2.0,3.2
Cc1ccc(S(=O)(=O)NC2=NCN(Cc3ccccc3)CN2)cc1,0.6,-5.7,-2.8,-0.2,0.0,-6.6,5.3,-1.2,-3.2,-1.1,-2.6
O=C(CN1CCN(c2ccccc2O)CC1)Nc1cccnc1Cl,0.1,1.9,0.9,0.2,0.4,0.6,-1.9,-0.9,-1.5,-1.2,2.7
Cc1nn(Cc2cccc(C(=O)N3N=C(C(F)F)CC3(O)C(F)F)c2)c(C)c1[N+](=O)[O-] (centres undefined),-1.6,-6.7,-38.8,-0.9,-1.3,0.6,0.8,-1.6,-27.6,-1.3,-0.5
CCN(CC)CCNC(C(=O)Nc1cc(C(F)(F)F)ccc1Cl)c1ccccc1 (centres undefined),-1.1,-2.3,0.2,0.0,1.9,-6.8,16.2,-1.9,0.0,4.0,-0.6
Cc1cc(C)c(NC(=O)COC(=O)Cc2cccs2)c(C)c1,-0.1,-2.3,-1.8,1.9,-0.2,-1.5,-10.4,-0.7,3.8,-0.5,0.0
COC(=O)c1sccc1NC(=O)c1cc2c(s1)CCCC2,1.9,-9.8,-7.2,0.2,0.3,0.1,-2.8,-0.7,-1.5,3.5,0.8
O=C(C[n+]1cccc2ccccc21)c1ccccc1,6.5,-23.0,-10.6,0.9,0.4,-1.8,18.8,0.4,-8.5,4.1,4.8
C=CC(COCc1ccccc1)N(CC(=O)OC)S(=O)(=O)c1cc(Br)ccc1OC (centres undefined),-0.3,15.1,0.1,-0.7,0.3,9.3*,-20.8,-1.3,3.5,-2.0,0.2
O=C(Nc1ccc2nn(-c3ccc(F)cc3)nc2c1)c1cccnc1,0.9,-20.6,-33.5,0.8,1.1,-6.5,-5.4,-1.1,-19.3,-0.6,1.0
Cc1cc(C)cc(N(C(=O)c2sc(C)nc2C)C(C(=O)NC(C)(C)C)c2ccncc2)c1 (centres undefined),0.5,5.9,3.2,0.8,0.7,5.1,1.6,-1.1,4.8,-0.6,-1.7
O=C(Nc1ccccc1F)Nc1ccccc1N1CCCCC1,-5.8,6.0,-0.6,-1.2,0.0,2.6,1.6,-1.9,1.2,-0.7,-0.9
